# anti-Giardia: anti-Giardia activity of synthetic compounds – Compounds Australia Scaffold Library subset, 24/48 h, primary screen (AID 1794835); hits give high values; 2,500 tested, 2% active; inhibition, % at 10 µM; in the data active means inhibition mostly above about 45%, no sharp cut-off; inactive means mostly below about 37%;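 further: 0% = parasite counts in DMSO vehicle wells; trophozoite growth inhibition read by imaging counts at 24 h; calls made by hand needing about 50% inhibition in two separate runs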
# Calls only; i = inactive. Not all compounds are listed; count on the stated rates, not on these rows.
SMILES,anti-Giardia
Cc1nc(C2CCCN2Cc2ccc(F)cc2F)n[nH]1 (stereo not given),i

# Screening data: PubChem BioAssay, Institute for Biomedicine and Glycomics
